CHO parental Ca – signal in parental CHO cells, OX1R antagonist counter-screen. 330,000 compounds, 0.63% hits. parental CHO-K1, ATP-induced calcium, Fluo-8 fluorescence. inhibition, % at 5.6 µM. AID 463079;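 active = inhibition above that plate's mean sample inhibition plus 3 SD, cut at about 26% in these data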;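 also: 0% = ATP-challenged DMSO wells and 100% = DMSO wells without ATP; some compounds past the cut are filed as inactive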
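Material: parental CHO cells / Compound: single nominal dose of 5.6 µM per compound / Signal: Fluo-8 fluorescence / Replicates: singlicate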
CHO-K1 Ca antag – nonselective inhibitor or artifact in parental CHO-K1 cells | ATP-induced calcium, Fluo-8 fluorescence | inhibition, % at 3 µM | 360,000 compounds, 0.6% hits | AID 602250;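 active = inhibition above a per-plate cutoff, the plate's mean sample inhibition plus 3 SD, cut at about 24% in these data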;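 also: 0% = DMSO plus EC80 ATP and 100% = DMSO alone without ATP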
TAAR1 antag – antagonists of human TAAR1 | Q96RJ0 | CHO RD-HGA16 TAAR1, Fluo-8 calcium fluorescence, antagonist | 360,000 compounds, 1.5% hits | inhibition, % at 3 µM;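 active = inhibition above a per-plate cutoff, the mean inhibition of test compounds on that plate plus 3 SD, cut at about 49% in these data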;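 also: 0% = DMSO plus EC80 beta-PEA response and 100% = DMSO alone without agonist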
Target sequence (Q96RJ0 whole entry, looked up): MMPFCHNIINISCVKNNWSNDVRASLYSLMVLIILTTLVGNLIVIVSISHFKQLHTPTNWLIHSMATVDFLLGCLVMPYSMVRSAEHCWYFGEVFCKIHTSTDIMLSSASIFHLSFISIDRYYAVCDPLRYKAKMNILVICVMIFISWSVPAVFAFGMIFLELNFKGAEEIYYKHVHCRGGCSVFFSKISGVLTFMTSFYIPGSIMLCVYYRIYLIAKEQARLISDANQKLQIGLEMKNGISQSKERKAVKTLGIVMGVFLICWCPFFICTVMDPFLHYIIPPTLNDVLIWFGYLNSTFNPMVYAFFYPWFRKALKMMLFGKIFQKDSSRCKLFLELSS
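Test system – hTAAR1-expressing CHO RD-HGA16 cells, Gα16-coupled · Also added – β-PEA at EC80 concentration, post-compound challenge · Compound – 3 µM, single point · Incubation – dye loading 75 min at 37 °C, then 30 min room temperature · Measured by – Fluo-8 intracellular calcium dye fluorescence, real-time kinetic reads · Benchmarks – vehicle and agonist controls · Replicates – singlicate, one well per test compound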
OXTR potentiator – potentiators of human oxytocin receptor; P30559; CHO-OTR cells, Fluo-8 calcium fluorescence, potentiator mode; 0% = oxytocin EC15, 100% = EC100; activation, % at 3 µM; 320,000 compounds, 0.061% hits;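 active = activation above that plate's cutoff, the mean activation of tested compounds plus 3 SD, cut at about 6.6% in these data, passing the limit was not always enough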;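 also: 100% uses oxytocin at 75 nM as the full agonist control; some results filed as inactive read as strong as hits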
Target sequence (P30559 whole entry, looked up): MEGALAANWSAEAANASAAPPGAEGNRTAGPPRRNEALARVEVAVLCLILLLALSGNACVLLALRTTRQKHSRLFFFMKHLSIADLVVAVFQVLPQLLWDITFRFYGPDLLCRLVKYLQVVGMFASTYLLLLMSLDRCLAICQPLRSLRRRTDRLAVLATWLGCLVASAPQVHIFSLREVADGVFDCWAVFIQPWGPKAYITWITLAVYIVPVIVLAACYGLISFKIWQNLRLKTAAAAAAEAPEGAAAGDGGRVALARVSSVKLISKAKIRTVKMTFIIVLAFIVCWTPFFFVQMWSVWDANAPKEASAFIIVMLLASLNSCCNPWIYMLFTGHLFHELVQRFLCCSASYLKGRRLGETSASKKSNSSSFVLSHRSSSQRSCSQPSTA
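Dosing: Single dose, 3.0 µM nominal final compound concentration | Material: Human OTR in CHO cells | Technique: Kinetic Fluo-8 calcium fluorescence | Benchmarks: EC15 oxytocin alone as 0%, 75 nM oxytocin as 100% | Probe or stimulus: Oxytocin at about EC15, sub-maximal agonist stimulus | Incubation: Compound 6 min at room temperature before oxytocin, 100 s read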
M1 PAM parental – counter-screen for M1 PAMs: effect in parental CHO-K1 cells. ATP EC20, Fluo-8 calcium fluorescence; 0% at ATP EC20, 100% at ATP max. activation, % at 3 µM. 360,000 compounds, 0.02% hits;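 active = activation above the run cutoff, the mean activation of all test compounds plus 3 SD, cut at about 40% in these data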;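 also: peak over basal fluorescence ratio in a 140 s read after ATP addition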
V1aR counter – activates human V1a receptor in oxytocin agonist counter-screen; P37288; CHO-V1R cells, Fluo-8 calcium fluorescence, agonist mode; 0% DMSO, 100% 3 nM vasopressin; activation, % at 3 µM; 320,000 compounds, 0.25% hits;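 active = activation above the mean activation of all tested compounds plus 3 SD, per screening run, cut at about 20% in these data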;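 also: signal is peak over basal fluorescence ratio across a 100 second FLIPR read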
CHO-K1 Ca ag – counter-screen for M1 agonists: effect in parental CHO-K1 cells | activation, % at 3 µM | 360,000 compounds, 0.48% hits | Fluo-8 calcium fluorescence; scaled to maximal ATP response, vehicle zero; in the data active = activation above about 15%;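 also: untransfected CHO-K1 host cells lacking M1 receptor as counterscreen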
TAAR1 agonist – agonists of human TAAR1. Q96RJ0. CHO RD-HGA16 TAAR1, Fluo-8 calcium fluorescence; vehicle wells 0%, saturating PEA agonist 100%. activation, % at 3 µM. 360,000 compounds, 0.99% hits;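 active = activation above the mean activation of all test compounds in the run plus 3 SD, cut at about 38% in these data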
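System: CHO RD-HGA16 cells carrying human TAAR1 plus Gα16; Incubation: 17-24 h seeding, 75 min 37 °C dye, 30 min RT; Measured by: Fluo-8 fluorescence, 5 s baseline then 140 s kinetic read; Control set: DMSO and PEA EC100; Replication: single well for each compound.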
M1 ag – activates human CHRM1 receptor; P11229; CHO-K1 hM1, Fluo-8 calcium fluorescence, agonist mode; 0% DMSO, 100% acetylcholine EC100; activation, % at 3 µM; 360,000 compounds, 0.33% hits; AID 588814;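 active = activation above the run's mean compound activation plus 3 SD, cut at about 16% in these data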;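 also: peak over basal fluorescence ratio within a 140 s kinetic read after compound addition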
* = called active by the depositor; x = no result given.

SMILES	CHO parental Ca	CHO-K1 Ca antag	TAAR1 antag	OXTR potentiator	M1 PAM parental	V1aR counter	CHO-K1 Ca ag	TAAR1 agonist	M1 ag
COc1ccc(C)cc1NS(=O)(=O)c1ccc(NC(=O)CN(c2cc([N+](=O)[O-])ccc2C)S(C)(=O)=O)cc1	28	-3	-2	-5	17	1.5	4.3	2	-3
Cc1ccc(S(=O)(=O)N2CCC(C(=O)N3CCCCCCC3)CC2)cc1	x	-11	-5	x	14	x	1.7	1	-3
O=C(CSc1nnc(NC(=O)c2c(F)cccc2F)s1)NCc1ccc(F)cc1	1	-4	-2	-4	14	0.2	0.0	0	-1
COc1ccc(N(C)C(=O)C2CCCN2S(=O)(=O)c2cccc3nsnc23)c(OC)c1 (stereo unspecified)	-1	20	x	-9	2	0.9	-0.2	x	-4
CCOC(=O)Cc1c(C)nc2c(-c3ccccc3)c(C)nn2c1C	-10	-11	-12	-7	0	-0.9	-0.1	7	-5
O=C(C=CC(=O)Nc1ccc(F)cc1F)Nc1ccc(F)cc1F	x	-7	-8	x	13	x	0.4	0	-3
Cc1cccc(N(C(=O)CNC(=O)c2cccs2)C(C(=O)NC2CCCC2)c2ccncc2)c1 (stereo unspecified)	-6	0	-22	-1	3	0.4	-0.6	12	-6
COC(=O)c1ccc(CN2C(=O)NC3(CCC(C)CC3)C2=O)cc1 (stereo unspecified)	-7	-12	10	-1	9	1.2	0.5	-1	0
O=C(Cc1ccccc1)Nc1ccc(C(=O)Nc2ccccc2C(=O)O)cc1	1	-4	-30	0	-9	0.0	-0.2	-1	0
CC(=O)Nc1ccc(C(=O)Nc2ccc(S(=O)(=O)N3CCCCC3)cc2)cc1	-11	-15	9	-8	2	1.4	2.3	1	-3

Four entries from above, bar-delimited.
mol | CHO parental Ca | CHO-K1 Ca antag | TAAR1 antag | OXTR potentiator | M1 PAM parental | V1aR counter | CHO-K1 Ca ag | TAAR1 agonist | M1 ag
CCOC(=O)Cc1c(C)nc2c(-c3ccccc3)c(C)nn2c1C | -10 | -11 | -12 | -7 | 0 | -0.9 | -0.1 | 7 | -5
O=C(C=CC(=O)Nc1ccc(F)cc1F)Nc1ccc(F)cc1F | x | -7 | -8 | x | 13 | x | 0.4 | 0 | -3
Cc1cccc(N(C(=O)CNC(=O)c2cccs2)C(C(=O)NC2CCCC2)c2ccncc2)c1 (stereo unspecified) | -6 | 0 | -22 | -1 | 3 | 0.4 | -0.6 | 12 | -6
COC(=O)c1ccc(CN2C(=O)NC3(CCC(C)CC3)C2=O)cc1 (stereo unspecified) | -7 | -12 | 10 | -1 | 9 | 1.2 | 0.5 | -1 | 0

(more compounds)
SMILES	CHO parental Ca	CHO-K1 Ca antag	TAAR1 antag	OXTR potentiator	M1 PAM parental	V1aR counter	CHO-K1 Ca ag	TAAR1 agonist	M1 ag
O=C(CCC1CCCCC1)Nc1ncn[nH]1	-10	-3	-7	-2	19	-0.1	0.5	10	-5
O=c1[nH]c2cccnc2n1Cc1ccccc1	6	-12	10	0	12	0.8	0.8	10	-2
OCCSc1c(F)c(SCCO)c(SCCO)c(F)c1SCCO	-2	-7	12	-1	7	0.2	0.8	12	-1
CCOC(=O)c1c(N/N=C/c2ccncc2)n[nH]c1C	-5	-1	3	-4	19	-0.5	0.5	0	-3
CCOc1cc(C2C(C(=O)N3CCOCC3)=C(C)NC3=C2C(=O)CCC3)ccc1O (stereo unspecified)	0	-9	-2	1	-5	-0.6	-0.2	0	-1
COc1ccccc1C=NNC(=O)c1ccccc1OCCOc1ccccc1	-34	-18	62*	-3	7	0.1	1.8	5	-6
OC[C@@H]1CN(Cc2ccc(Cl)cc2)C[C@H](n2cnc3c(N4CCN(c5ccccc5)CC4)ncnc32)O1	x	10	3	x	4	x	2.0	6	-2
COc1ccc(Cn2c(C)cc3c(c2=O)C(c2cccs2)C(C#N)=C(N)O3)cc1OC (stereo unspecified)	-10	-9	9	-9	17	1.8	1.7	10	-2
CC(C)(C)c1cc(CP(=O)(c2ccccc2)c2ccccc2)cc(C(C)(C)C)c1O	7	-8	7	-18	18	-2.0	0.2	4	-4
COc1ccc(C(=O)Nc2ccnn2C2CCN(Cc3ccn[nH]3)CC2)cc1	7	-8	-15	-8	24	0.3	0.5	1	-7
CC(C)(C)Nc1nc(N)nc(Cl)n1	9	11	-2	-1	4	0.4	-0.3	6	-4
O=C(NCCNS(=O)(=O)c1ccc(C(F)(F)F)cc1)N1CCOCC1	-5	2	6	3	-8	0.1	1.7	2	-1
O=C(Cc1cccc(NC(=O)C2CCCN(C(=O)C3CCCC3)C2)c1)Nc1ccc(C(=O)N2CCCCC2)cc1 (stereo unspecified)	x	-2	-11	x	10	x	0.1	0	-5
Clc1ccccc1-c1nnc2sc(-c3ccc4c(c3)OCO4)nn12	-23	-36	11	-5	27	-0.4	1.4	4	-3
COc1cccc(C(=O)C2CCCN(Cc3cn[nH]c3C3CCCCC3)C2)c1 (stereo unspecified)	-28	17	5	2	-12	0.6	0.2	3	-13
Cc1c(S(=O)(=O)N2CCN(C(=O)c3ccco3)CC2)c(=O)n(C)c(=O)n1C	-5	-4	-13	-2	1	0.1	0.1	0	-1
CCOC(=O)C(C)(C)N(Cc1cccc(C)c1)S(=O)(=O)c1ccc(Cl)c([N+](=O)[O-])c1	-19	3	-5	-13	10	0.2	0.1	0	-8
COc1cccc(CN2CCN(C(=O)c3ccc(-c4ccccc4)cc3)CC2)c1OC	-17	10	-3	-11	10	1.9	16*	1	-9
Cc1cccc(C)c1C(=NCCN(C)C)c1ccccc1	-1	-14	5	-2	25	1.0	1.1	15	-6
CCOC(=O)c1cc(-c2ccccc2)sc1NC(=O)CC(C)C	-29	-8	29	-16	25	0.6	0.7	22	-5
Cc1cc(C)c(NC(=O)C2CC(=O)N(Cc3ccccc3)C2)c(C)c1 (stereo unspecified)	-5	-1	19	-1	22	0.1	0.4	2	-9
CCOC(=O)c1sc(NC(=O)c2ccc3nc[nH]c3c2)nc1C	-7	-7	2	-5	11	-0.7	0.9	2	-3
CC(c1ccccc1)n1c(CCCO)nc2ccccc21 (stereo unspecified)	x	-13	1	x	31	x	1.3	3	-8
CCN(CC)CCNC(=O)c1cc(-c2ccc(Br)s2)nc2ccccc12	-11	-1	-15	-9	13	5.6	7.4	0	-1
CCOC(=O)N1CCN(C(=O)c2ccc3c(=O)n(CCc4ccccc4)c(=O)[nH]c3c2)CC1	-18	-5	7	-7	14	4.7	0.8	3	-2
Cc1ccc(/C=N\NC(=O)c2cncc(Br)c2)o1	6	-2	14	-15	16	-0.6	1.5	3	-6
Cc1ccc(S(=O)(=O)N2CCOCC2)cc1NC(=O)COC(=O)/C=C/c1ccco1	-17	-9	-1	-1	10	0.4	0.0	7	-2
Cc1ccc(NC(=O)Cc2ccsc2)cc1S(=O)(=O)N1CCOCC1	-10	-7	2	-7	3	1.2	0.3	2	0
CCC(=O)Nc1cc2nn(-c3ccccc3)nc2cc1Cl	-10	-12	8	-19	-1	1.1	0.2	7	-3
O=S1(=O)CCN2C=C(Br)C=C(Br)C2=N1	-9	3	-2	-4	15	0.1	0.3	1	-4
CCCCN(CCCC)CCCNC(=O)C12CN(Cc3ccccc3)CC1C(c1cccc([N+](=O)[O-])c1)=NO2 (stereo unspecified)	-5	-12	-4	3	17	1.6	1.7	4	-13
COc1cccc(CN2CC(C(=O)N(C)Cc3nc4ccc(F)cc4[nH]3)CCC2=O)c1 (stereo unspecified)	-3	0	-21	-11	7	0.1	0.1	0	-4
COc1cccc(/C=C2\SC(=O)N(CC(=O)NCCCn3ccnc3)C2=O)c1	-8	-13	-8	-11	23	0.1	0.9	0	-4
O=C(CSc1ncnc2c1cnn2-c1ccccc1)NC1CCCC1	-12	-4	-24	-16	1	6.9	1.7	2	2
COC(=O)c1cc2c(s1)-c1ccccc1OC2	-5	-1	-35	-3	12	-1.1	0.9	-1	-7
O=C(O)CCSC(=S)N1CCOCC1	7	-7	-9	-2	-9	-0.2	-0.1	-2	-2
CCC(=O)N1CCC1(C)C(=O)NCc1ccccc1SC (stereo unspecified)	x	-8	-18	x	21	x	0.4	3	-1
COc1cc(NS(=O)(=O)c2ccc(NC(=O)c3cccs3)cc2)nc(OC)n1	-16	-9	-1	-5	13	0.6	1.2	3	-3
NS(=O)(=O)c1ccc(N=Nc2ccc(=O)[nH]c2O)cc1	6	-5	-3	-17	13	0.4	0.7	6	-3
N#Cc1nc(COc2ccc(F)cc2)oc1N1CCC(Cc2ccccc2)CC1	9	4	11	-4	12	2.4	1.0	9	-1
COc1ccccc1N1CCN(CC(O)COc2ccc(C)cc2C)CC1 (stereo unspecified)	-17	-16	-2	-9	-9	5.3	6.2	0	-6
CCCNC(=O)COc1nc2ccccc2nc1N1CCOCC1	-10	-3	14	-6	5	-0.3	-0.2	2	-6
Cc1ccc(S(=O)(=O)N(C)c2ccccc2C(=O)NC2CCCC2)cc1	-16	0	3	-7	8	-0.1	0.1	1	-6
Cc1cc(CN(C)Cc2ccc(OCC(O)CN(C)Cc3ccccc3)cc2)on1 (stereo unspecified)	-13	-8	-10	1	4	6.0	1.1	5	-12
Cc1ccccc1Nc1nc(N)nc(CN(C)Cc2ccccc2Cl)n1	-12	-1	1	-6	22	0.8	7.9	5	-9
CC(C)(C)NC(=O)C(c1ccc(O)cc1)N(Cc1ccccc1)C(=O)CCC(=O)Nc1nccs1 (stereo unspecified)	-22	-12	6	0	17	-1.4	1.3	0	-5
CCN1C(=O)c2ccc(C(=O)Nc3ccc4c(c3)OCO4)cc2C1=O	-15	0	-9	0	6	3.0	8.4	13	3
CC(c1ccc(F)cc1)n1cc(C(=O)NCc2ccccn2)nn1 (stereo unspecified)	5	-6	-3	-11	13	3.7	1.8	13	0
Cn1c2ccccc2c2nnc(SCC(=O)Nc3cccc(O)c3)nc21	-36	-6	5	-2	15	-0.2	1.1	0	-7
O=C(Nc1ccc(Br)cc1F)C1CCCN(S(=O)(=O)c2cnc[nH]2)C1 (stereo unspecified)	0	1	-28	-4	-6	0.3	-0.4	2	2
Cc1cc(C)cc(NC(=O)COC(=O)C2CC3C=CC2C3)c1 (stereo unspecified)	x	-11	-15	x	6	x	-0.4	1	-4
COc1ccc(Cl)cc1C(=O)N(Cc1nc(-c2cccc(C)c2)no1)C(C)C	47*	12	29	-8	-10	1.2	0.1	-1	5

Screening results deposited in PubChem by The Scripps Research Institute Molecular Screening Center.
